Compound activity as filed in PubChem.
KOR beta-arrestin-1 – KOR antagonists, beta-arrestin recruitment, cell-based, luminescence, uHTS (AID 1778); Kappa-type opioid receptor (Homo sapiens); KOR beta-arrestin recruitment, luminescence, antagonist mode; higher % means a stronger effect; inhibition, % at 10 µM, or IC50 in µM where a hit was titrated; 290,000 compounds, 0.091% hits; in the data active = inhibition above about 50%; also: strong numbers were not always called active
West Nile antiviral – West Nile virus antiviral activity, cell-based, CPE readout (AID 1621) | West Nile virus-infected cells, CPE inhibition; higher % means a stronger effect | CPE inhibition, % at 10 µM; hits with a dose series show IC50 in µM | 290,000 compounds, 0.02% hits; in the data active = a potency from the dose series; inconclusive = CPE inhibition mostly from about 3.7% at the one dose, without a potency; inactive = the rest, 99 in 100 with CPE inhibition below about 2.2%; also: strong numbers were not always called active
GPR55 antagonists – GPR55 antagonists blocking LPI-driven arrestin recruitment, primary screen, imaging, U2OS, beta-arrestin-GFP, LPI agonist (AID 2013). U2OS GPR55 beta-arrestin-GFP translocation imaging, LPI antagonism; higher % means a stronger effect. inhibition, % at 10 µM, or IC50 in µM where a hit was titrated. 290,000 compounds, 0.13% hits;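 active = spots per cell inhibited over 60%, with over 100 cells counted and total cytoplasm intensity under 500,000; inconclusive = wells with under 100 cells, flagged as likely toxic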;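 also: U2OS cells stably carrying GPR55 and arrestin-GFP stimulated by 5 µM LPI near EC80; imaged beta-arrestin-GFP aggregate spots per cell after agonist stimulation; plate controls were LPI-stimulated DMSO wells for no effect and DMSO wells without LPI for full effect; some results filed as inactive read as strong as hits; confirmed hits need IC50 under 10 µM and bright autofluorescent wells are also inconclusive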
GPR55 beta-arrestin – GPR55 agonists via beta-arrestin recruitment, primary screen, imaging, U2OS cells, beta-arrestin-GFP redistribution (AID 1961); G-protein coupled receptor 55 (Homo sapiens); U2OS GPR55 beta-arrestin-GFP redistribution imaging; higher % means a stronger effect; one-dose activation, % at 10 µM; EC50 in µM for titrated hits; 290,000 compounds, 0.048% hits;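 active = activation above 40% with more than 50 cells counted in the well; inconclusive = wells holding fewer than 50 cells, flagged as toxic or sparse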;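 also: U2OS osteosarcoma cells stably expressing GPR55 and beta-arrestin-GFP; plate controls were DMSO negative control for no effect and LPI positive control for full effect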
NTR1 agonist – agonists of NTR1, primary screen, imaging, U2OS cells, beta-arrestin-GFP, high content (AID 493036). Neurotensin receptor type 1 (Homo sapiens), P30989. NTR1-U2OS beta-arrestin-GFP spot imaging, agonist mode. activation, % at 20 µM. 330,000 compounds, 0.17% hits;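 active = activation at or above 40% of the spot to cytoplasm intensity ratio, with at least 20 cells analyzed; inconclusive = wells under 20 cells, flagged as cytotoxic or low count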;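 also: 0% = DMSO without peptide and 100% = 100 nM NTR1 peptide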
Target sequence (P30989 whole entry, looked up): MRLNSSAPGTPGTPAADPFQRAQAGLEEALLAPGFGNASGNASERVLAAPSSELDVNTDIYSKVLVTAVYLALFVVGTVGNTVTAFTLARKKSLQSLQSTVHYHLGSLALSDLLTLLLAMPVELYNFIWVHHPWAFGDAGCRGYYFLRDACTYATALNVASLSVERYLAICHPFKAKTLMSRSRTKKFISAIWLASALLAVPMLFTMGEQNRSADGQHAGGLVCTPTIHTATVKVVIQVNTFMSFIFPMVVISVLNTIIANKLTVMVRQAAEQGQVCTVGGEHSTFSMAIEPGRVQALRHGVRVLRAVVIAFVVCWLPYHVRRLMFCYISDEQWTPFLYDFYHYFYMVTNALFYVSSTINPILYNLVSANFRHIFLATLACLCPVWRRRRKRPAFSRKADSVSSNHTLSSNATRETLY
GPR35 arrestin U2OS – GPR35 antagonists blocking zaprinast-driven arrestin recruitment, primary screen, imaging, U2OS, beta-arrestin-GFP, zaprinast agonist (AID 2058). U2OS GPR35 beta-arrestin-GFP translocation imaging, zaprinast antagonism; higher % means a stronger effect. inhibition, % at 10 µM; hits with a dose series show IC50 in µM. 290,000 compounds, 0.052% hits;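 active = inhibition of at least 50% with at least 30 cells and total cytoplasm GFP at most 10,000,000; inconclusive = under 30 cells or total GFP of 10,000,000 plus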
T cell HTS – modulators of CD8 T cell-vesicle binding, primary screen, mouse 2C CD8+ T cells, flow cytometry. 2C CD8+ T cell-vesicle binding; hits give low values. calls only at 7 µM. 330,000 compounds, 0.068% hits. AID 2052, 2009;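 active = response, share of CD8 T cells binding vesicles, and their 90th percentile fluorescence all below set limits, cut at about 80% in these data, passing the limit was not always enough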
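Read-out – percent CD8+ FL2 mean versus row control · System – murine 2C transgenic CD8+ T lymphocytes · Times – 1.5 h cell–vesicle binding at 37 °C, then 20 min icy labelling · Control set – naked vesicles low, QL9 vesicles with vehicle high · Detection – cytometric PE anti-B7-1 and Alexa647 anti-CD8 signals after 1% paraformaldehyde fixation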
PhoP inhibition – inhibitors of PhoP regulon expression, primary screen, Salmonella Typhimurium, GFP reporter (AID 1863). 300,000 compounds, 0.16% hits. inhibition, % at 50 µM; hits with a dose series show IC50 in µM. S. Typhimurium PhoP-regulated promoter GFP reporter, 4 h; higher % means a stronger effect;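 active = inhibition over 29.93%, a cutoff 3 SD above the screen mean, later confirmed by dose response; inconclusive = inhibition over 29.93% but no dose response follow-up; inactive = inhibition at most 29.93% or unconfirmed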;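 also: 0% = low Mg2+ inducing control and 100% = high Mg2+ repressing control; strong numbers were not always called active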
KOR beta-arrestin-2 – KOR agonists, beta-arrestin recruitment, primary screen, cell-based, luminescence, uHTS (AID 1777); Kappa-type opioid receptor (Homo sapiens); KOR beta-arrestin recruitment, luminescence; higher % means a stronger effect; one-dose activation, % at 10 µM; EC50 in µM for titrated hits; 280,000 compounds, 0.02% hits; in the data active = activation above about 50%, passing the limit was not always enough; also: a part of the inactive calls stands beside numbers as strong as those of hits
T cell HTS vesicle-bound % – recorded beside T cell HTS, whose call it bears; double positive events, %; measured here: CD8+ vesicle-bound cell fraction;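 binding gate set so that unloaded-vesicle control wells show 10% double positive cells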
NTR1 agonist cell count 20 µM – recorded beside NTR1 agonist, whose call it bears; cell count; measured here: cell count, cytotoxicity flag
Active calls of the source: *; i = inactive; u = inconclusive; x = not tested or not shown; [ ] = another dose, or the depositor's remark. An unsorted share of the library. About 0.62% of those tested had a hit in this group.

SMILES	KOR beta-arrestin-1	West Nile antiviral	GPR55 antagonists	GPR55 beta-arrestin	NTR1 agonist	NTR1 agonist cell count 20 µM	GPR35 arrestin U2OS	T cell HTS	T cell HTS vesicle-bound %	PhoP inhibition	KOR beta-arrestin-2
Cc1ccc2sc(NC(=O)CSc3nc(C)cc(C)c3C#N)nc2c1	-29%	u	-18%	-0.1%	0.1	57	12%	i	24	-4%	1.1%
Cc1nc2ccc(NC(=O)N3CCC(c4ccccc4)C3)cc2nc1C (centres undefined)	20%	0.7%	-8%	-0.1%	1.2	46	-1%	i	8	0%	-0.7%
O=C1C(C2=NC(C(=O)O)C3C(=O)N(c4ccc(Cl)cc4)C(=O)C23)=C(O)c2ccccc21 (centres undefined)	-13%	0.8%	3%	-0.1%	1.7	97	-5%	i	5	-8%	7.1%
O=C(O)/C(=C\c1cccs1)c1ccccc1	-6%	0.8%	12%	-0.1%	-0.8	77	-4%	i	58	x	-5.6%
O=C(Nc1cnn(Cc2ccc(Cl)cc2)c1)c1ccc([N+](=O)[O-])cc1	-3%	-0.3%	10%	-0.1%	1.0	59	2%	i	34	10%	-2.1%
CC1CCN(S(=O)(=O)c2ccc(NC(=O)CNC3CCCCC3)cc2)CC1	-39%	3.0%	3%	u	5.3	47	-14%	i	26	2%	0.7%
COc1ccc(S(=O)(=O)N2CCCC(C(=O)N3CCCCCC3)C2)cc1 (centres undefined)	24%	-0.6%	7%	-0.1%	0.8	57	-2%	i	21	-7%	-4.4%
Cc1occc1C(=O)N1N=C(C2CC2)CC1(O)C(F)(F)F (centres undefined)	22%	-0.5%	13%	0.0%	1.1	43	-5%	i	9	5%	-1.4%
COc1ccc2[nH]c(=O)c(CN(C)C(=O)COc3ccccc3)cc2c1	8%	0.2%	12%	-0.1%	0.2	73	-4%	i	50	-6%	1.1%
Cn1cccc1C(=O)NC(=O)COC(=O)CC12CC3CC(CC(C3)C1)C2	3%	-0.1%	10%	0.2%	1.0	62	6%	i	40	-10%	-3.4%
CC(C)Cc1nc(N2CCOCC2)c(C#N)c2c1COC(C)(C)C2	31%	0.4%	-5%	-0.3%	-0.6	62	-30%	i	18	-2%	-3.2%
COc1ccc(CNCc2ccc(C)cc2)c(OC)c1	2%[20 µM]	-0.4%	4%	0.2%	0.6	67	23%	i	46	-4%	-1.9%
CSc1nc2nc3c(cc2c(=O)n1-c1ccccc1C)CCCC3	-9%	0.7%	-5%	-0.3%	1.2	52	-12%	i	21	-4%	-0.7%
Cc1cc2cc(C(c3nnnn3CC3CCCO3)N3CCCc4ccccc43)c(=O)[nH]c2cc1C (centres undefined)	12%	1.7%	0%	0.0%	x	x	7%	x	x	2%	3.2%
O=C(NNC1=Nc2cccc3cccc1c23)c1ccc(Br)cc1	36%[20 µM]	-0.2%	15%	-0.1%	x	x	8%	i	64	-9%	-6.6%
O=C(NCCNC(=O)c1ccc(Cl)cc1Cl)c1ccccn1	-25%	-0.1%	-11%	0.0%	-0.4	67	-11%	i	20	-1%	1.6%
COc1ccc(S(=O)(=O)N2CCN(S(=O)(=O)c3ccc4c(c3)OCCO4)CC2)cc1	-1%	0.7%	6%	0.2%	2.2	38	-5%	i	32	-13%	0.3%
O=C(Nc1ccc2nc(C3CC3)n(Cc3ccccc3)c(=O)c2c1)C1CC1	0%	0.3%	5%	-0.1%	0.2	49	-6%	i	15	-2%	1.4%
Cc1cc(-c2sccc2Br)nc(-n2cccc2)n1	-31%[20 µM]	0.0%	3%	-0.1%	x	x	-14%	x	x	-1%	-0.2%
Cc1c(-n2c(O)c(C3=c4ccccc4=NC3=O)sc2=O)c(=O)n(-c2ccccc2)n1C	21%	0.1%	9%	-0.2%	-0.1	35	-6%	x	x	1%	-11%
Cc1ccccc1N(C(=O)Cc1c[nH]c2ccccc12)C(C(=O)NC1CCCCC1)c1ccco1 (centres undefined)	-18%	-0.3%	8%	0.2%	0.0	53	0%	i	30	-14%	10%
CC12CN(C(=O)c3ccco3)CC(c3ccccc3)(CN(C(=O)c3ccco3)C1)C2=O	3%	-0.3%	13%	-0.3%	0.7	51	-2%	i	45	-12%	0.4%
CCN(CC)S(=O)(=O)c1cccc(C(=O)NCc2ccccc2)c1	-4%[20 µM]	0.1%	12%	-0.1%	-0.6	60	9%	i	35	-3%	x
FC(F)Oc1ccc(C2N=C(c3ccccc3)NO2)cc1 (centres undefined)	-50%	-0.6%	-4%	0.2%	2.6	34	-1%	i	51	-6%	0.7%
CCOC(=O)N1CCN(C(=O)CNC(=O)c2ccc(Br)o2)CC1	4%[20 µM]	2.1%	-3%	0.3%	-0.3	60	5%	i	30	1%	-7.1%
Cc1ccc(-c2nnc3ccc(SCC(=O)N4CCc5ccccc54)nn23)cc1	-14%	0.0%	5%	-0.3%	6.2	86	5%	i	34	6%	0.6%
CC1CCC(=O)N(CCSc2ccccc2)CC1 (centres undefined)	-16%[20 µM]	-0.7%	-1%	0.9%	1.9	86	-1%	i	34	5%	-5.0%
Cc1cc(C)nc(Nc2ncc(O)n2-c2ccccc2)n1	-17%	-0.5%	-8%	0.1%	0.9	34	9%	i	30	6%	-1.3%
Cc1ccc(C)c(NCc2ccccc2CO)c1	41%[20 µM]	-0.4%	-4%	0.0%	1.6	52	-5%	i	33	3%	-2.2%
CCCCSc1nc2c(cnn2-c2ccc(C)c(C)c2)c(=O)[nH]1	-45%	1.2%	9%	-0.1%	5.0	53	1%	i	32	-6%	-1.6%
Cc1c(Br)cc(C(=O)NC2CCCCC2)c(C)c1C	5%	0.1%	8%	0.0%	-3.1	107	1%	i	24	-9%	7.7%
CCOCCCNC(=O)C(NC(=O)c1ccc(=O)[nH]c1)c1ccccc1 (centres undefined)	-29%	0.1%	8%	-0.2%	-0.1	53	6%	i	54	2%	1.1%
O=C(NCCCN1CCN(c2ccccc2F)CC1)C1CCCN(S(=O)(=O)c2cnc[nH]2)C1 (centres undefined)	35%	x	15%	-0.1%	-2.6	68	18%	i	30	-1%	-8.6%
CCOC(=O)c1ccc(NC(=O)COC(=O)c2cccc(Oc3ccccc3)c2)cc1	0%	-0.3%	15%	-0.2%	1.9	63	31%	i	37	-3%	2.8%
CCOc1ccc(CNc2ccc(S(N)(=O)=O)cc2)cc1	2%	-1.1%	1%	0.0%	1.1	60	0%	i	35	-3%	-1.7%
COc1ccccc1N1CCN(C(=O)C2CCCN(S(=O)(=O)c3ccc4c(c3)CCCN4C(C)=O)C2)CC1 (centres undefined)	-31%	0.6%	-2%	0.2%	0.0	69	13%	i	12	2%	-0.3%
CC(=O)Nc1ccc(S(=O)(=O)NCCC(=O)Nc2ccc(C)c(F)c2)cc1	-21%	-0.2%	14%	-0.2%	-0.2	45	4%	i	46	-6%	3.2%
NC(=S)N/N=C/c1ccccc1[N+](=O)[O-]	2%	0.8%	0%	0.0%	1.8	30	10%	i	38	-5%	-0.3%
COc1cccc(C(=O)NNC2=CC(=O)CC(C)(C)C2)c1	11%	0.6%	x	0.0%	1.4	81	4%	i	42	8%	-2.0%
O=C1CC(c2ccc(Cl)cc2)CC(=O)C1CS(=O)(=O)c1ccccc1 (centres undefined)	-31%	-0.1%	-5%	0.0%	2.2	34	-8%	i	56	18%	3.8%
COC(=O)N1CCN(CCc2ccccc2)CC1	-9%	0.6%	-8%	-0.1%	0.7	53	-12%	i	11	0%	-1.6%
O=c1oc2cc(O)ccc2c2ccccc12	-12%	-0.1%	2%	-0.1%	1.4	53	-15%	i	40	-1%	-11%
CCOc1ncccc1C(=O)NNC(=O)c1ccccc1-n1cccc1	9%	-0.2%	15%	0.0%	-0.4	58	5%	i	12	-1%	0.4%
CCCC1=C(C(=O)OCC)C(c2ccc(OC)c(CSc3ccccn3)c2)C(C#N)=C(N)O1 (centres undefined)	8%	-0.5%	12%	0.4%	6.7	70	-7%	i	8	10%	0.8%
COc1cccc(C2=NOC(C(=O)NC3CCCCC3)C2)c1 (centres undefined)	-66%	0.9%	5%	-0.1%	4.3	82	-5%	i	24	4%	6.3%
Cn1c(=O)c2c(nc(N3CCCCCC3)n2Cc2cccc3ccccc23)n(C)c1=O	-4%	x	7%	-0.4%	15	91	9%	i	32	-8%	5.1%
Nc1nonc1-n1nnc(C(=O)N/N=C/c2ccccc2Cl)c1-c1ccc2c(c1)OCO2	-10%	0.2%	-4%	-0.1%	-0.4	60	-4%	i	13	9%	1.4%
COc1ccccc1CNC(=O)COc1ccc([N+](=O)[O-])cc1	-21%	0.2%	-8%	0.2%	2.1	44	7%	i	62	6%	-0.4%
CCOC(=O)c1cc(C#N)c(N)nc1C	10%	-0.3%	-7%	-0.2%	1.2	48	0%	i	50	5%	-3.7%
Cc1ccc(-c2cn(C[C@H]3CC[C@@H]([C@@H]4CC[C@H](Cn5cc(-c6ccc(C)cc6)nn5)O4)O3)nn2)cc1	-44%[20 µM]	-1.2%	-2%	-0.2%	0.4	54	6%	i	8	8%	-1.7%
COc1ccc(NC(=O)C(c2ccc(C)cc2)N(C)C(=O)c2ccc(=O)[nH]c2)cc1 (centres undefined)	0%	0.7%	6%	0.1%	-0.4	54	4%	i	46	-5%	8.5%
CC1(CCc2ccccc2)NC(=S)N(c2ccccc2)N1 (centres undefined)	-18%	1.0%	-1%	-0.2%	x	x	10%	i	36	-3%	2.3%
Cc1ccc(Cn2ccsc2=NC(=O)COC(=O)C(C)C)cc1	-6%	-0.3%	-10%	0.0%	1.1	64	-1%	i	62	-4%	2.4%
